Screens as filed in PubChem.
TEAD-YAP block = TEAD-YAP interaction inhibition, primary screen, TEAD-YAP interaction inhibitor project, luminescence, HEK-TIYL cells; TEAD-Gal4/YAP UAS-luciferase luminescence; inhibition, % at 9.12 µM; 1.4% of 640,000 active; AID 1259422, 2018; in the data active = inhibition above about 32%;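 also: 0% = median of test compound wells and 100% = reference inhibitor wells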
MITF primary = MITF inhibitors, primary screen, biochemical, AlphaScreen, human; Microphthalmia-associated transcription factor (Homo sapiens), O75030; AlphaScreen MITF homodimerization, bead proximity signal; inhibition, % at 2.6 µM; 0.91% of 650,000 active; in the data active = inhibition above about 50%;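 also: 0% = vehicle wells with protein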
Target sequence (O75030 whole entry, looked up): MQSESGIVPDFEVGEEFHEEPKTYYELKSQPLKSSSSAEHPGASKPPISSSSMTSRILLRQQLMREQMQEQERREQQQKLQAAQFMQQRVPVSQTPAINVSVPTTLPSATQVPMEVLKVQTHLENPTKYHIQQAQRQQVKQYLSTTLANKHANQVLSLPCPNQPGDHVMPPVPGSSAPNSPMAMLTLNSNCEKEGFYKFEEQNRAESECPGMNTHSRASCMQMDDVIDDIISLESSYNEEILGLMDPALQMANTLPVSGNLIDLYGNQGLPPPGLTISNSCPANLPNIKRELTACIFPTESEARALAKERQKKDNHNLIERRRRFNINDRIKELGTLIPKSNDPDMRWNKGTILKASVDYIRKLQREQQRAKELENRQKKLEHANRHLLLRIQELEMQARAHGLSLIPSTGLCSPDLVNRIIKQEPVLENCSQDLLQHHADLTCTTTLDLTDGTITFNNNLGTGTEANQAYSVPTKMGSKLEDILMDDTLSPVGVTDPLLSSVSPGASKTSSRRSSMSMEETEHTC
FBW7 act = FBW7 E3 ligase activators, primary screen, biochemical, AlphaScreen, human; AlphaScreen FBW7–phospho-cyclin E peptide binding, activator screen; normalized activity (activation), % at 26.1 µM; 0.13% of 650,000 active; in the data active = normalized activity above about 1.9%;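 also: purified mutant Fbw7 with reduced substrate affinity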
GPR151 ag = activators of human GPR151, primary screen, cell-based, PathHunter beta-arrestin, luminescence. activation, % at 11.2 µM. G-protein coupled receptor 151 (Homo sapiens), Q8TDV0. 1% of 650,000 active. PathHunter beta-arrestin GPR151 cells; in the data active = activation above about 4.9%;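 also: 0% = median of compound wells and 100% = cells with positive control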
Target sequence (Q8TDV0 whole entry, looked up): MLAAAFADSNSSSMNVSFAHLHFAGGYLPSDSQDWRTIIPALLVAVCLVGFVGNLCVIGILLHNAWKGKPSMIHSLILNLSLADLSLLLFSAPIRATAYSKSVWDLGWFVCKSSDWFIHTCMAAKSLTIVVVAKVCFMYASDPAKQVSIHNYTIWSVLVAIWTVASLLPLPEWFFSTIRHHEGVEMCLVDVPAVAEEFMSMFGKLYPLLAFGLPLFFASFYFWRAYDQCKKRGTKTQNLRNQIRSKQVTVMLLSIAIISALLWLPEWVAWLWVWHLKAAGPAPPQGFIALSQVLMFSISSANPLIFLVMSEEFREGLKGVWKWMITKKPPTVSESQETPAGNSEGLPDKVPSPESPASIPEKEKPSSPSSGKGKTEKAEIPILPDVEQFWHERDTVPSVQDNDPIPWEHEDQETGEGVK
Starred values were filed as active, the others as inactive; & = joins results of further samples.

| SMILES | MITF primary | TEAD-YAP block | FBW7 act | GPR151 ag |
| --- | --- | --- | --- | --- |
| COc1nc(OC)c(F)c(Oc2ccc(C(C)=O)cc2)c1F | 9 | -5 | 0.1 | 0.8 |
| CNC(=O)Cc1nc2ccccc2n1CC(=O)Nc1ccc(Br)cc1 | 12 | 5 | 0.0 | -0.6 |
| CCC(CC)NC(=O)c1cc([N+](=O)[O-])ccc1N1CCOCC1 | 3 | 9 | 0.0 | 0.9 |
| Cc1cccnc1C(NC(=O)C1CCN(S(=O)(=O)c2ccccc2)CC1)c1ccccc1 (stereo not given) | -9 | -1 | 0.1 | -1.0 |
| CCOc1cc(/C=C2\N=C(c3ccccc3[N+](=O)[O-])OC2=O)cc(I)c1OC(C)=O | 7 | 4 | -0.1 | 0.1 |
| COc1ccc(/C=C2\SC(=Nc3ccc(O)cc3)NC2=O)cc1 | -16 | 8 | -0.1 | 1.3 |
| CCOC(=O)c1ccc(OC(=O)c2sc3ncn(Cc4cccc(F)c4)c(=O)c3c2C)cc1 | 2 | -6 | -0.1 | 1.1 |
| CC1CCCC(NC(=O)C2N(CC3CCCO3)C(=O)C3C(C(=O)Nc4ccc(F)c(Cl)c4)C4C=CC32O4)C1C (stereo not given) | -6 | -17 | 0.1 | 0.6 |
| Cc1ccc(S(=O)(=O)Nc2cc3c4c(oc3c3ccccc23)CC(C)(C)CC4=O)c(C)c1 | -8 | -11 | -0.1 | 1.3 |
| O=C(Nc1nccs1)c1c(F)cccc1F | 1 | -4 | -0.2 | 1.7 |
| CCOc1cc(C=C2C(=O)N(C)C(=O)N(C)C2=O)cc(Br)c1OC | 20 | -1 | -0.2 | 1.6 |
| CCOC(=O)C1=C(C)N=c2s/c(=C\c3ccc(-c4ccc([N+](=O)[O-])cc4Cl)o3)c(=O)n2C1c1ccc(OC)c(OC)c1 (stereo not given) | 5 | 1 | 0.0 | -0.1 |
| O=C(Nc1ccc(Br)cc1)c1cc(S(=O)(=O)NCCc2ccc(Cl)cc2)ccc1F | 16 | 0 | -0.1 | 1.1 |
| CC(=O)N(C(C)=O)c1c(C)n(C)n(-c2ccccc2)c1=O | 0 | -12 | 0.0 | 1.7 |
| COC(=O)C1=C(C(=O)OC)SC(=C2C(=S)C(C)(C)N(C(=O)CCC3CCCCC3)c3ccc(OC)cc32)S1 | 13 | 8 | -0.2 | -0.4 |
| O=C(CN1CC(=O)N2CCCC2C1=O)NCc1ccccc1 (stereo not given) | 12 | 5 | 0.2 | -2.0 |
| COc1cccc(C2=NOC(C(=O)Nc3ccc(C(C)=O)cc3)C2)c1 (stereo not given) | 10 | -10 | 0.2 | 1.0 |
| CSc1cccc(NC(=O)C2C3C=CC4(O3)C2C(=O)N(CCC(C)C)C4C(=O)NC2CCCC(C)C2C)c1 (stereo not given) | -10 | -6 | 0.0 | -0.3 |
| Cc1ccc(N=C2CSc3nnc(-c4ccccc4Br)n3N2)c(C)c1 | -4 | 10 | 0.0 | 3.9 |
| C/C(=N/NC(=O)c1cc(C)oc1C)c1ccc(O)cc1 | 8 | -19 | 0.0 | -2.8 |
| Cc1ccc(/C=C(\C#N)C(=O)NCC2CCCO2)o1 (stereo not given) | -18 | -16 | -0.1 | -1.6 |
| Cc1ccc(C(=O)N2CCCCC2)cc1N1CCCC1=O | -6 | -8 | 0.0 | -0.1 |
| CCC(=O)c1ccc(OCCON2C(=O)CCC2=O)cc1 | -4 | 0 | -0.1 | -0.5 |
| CCn1c(NC(=O)COc2cccc(C(F)(F)F)c2)nc2ccccc21 | 20 | 4 | 0.6 | 1.2 |
| O=C1c2ccc([N+](=O)[O-])cc2C(=O)N1c1ccc(O)cc1 | -5 | 7 | -0.1 | 1.8 |
| CCOC(=O)C(=CNc1cccc(N)n1)C(=O)OCC | 3 | 1 | 0.0 | -1.2 |
| O=C(COc1ccc(-c2ccccc2)cc1)N/N=C/c1cc2c(cc1[N+](=O)[O-])OCO2 | -5 | -12 | 0.0 | 0.0 |
| CNCCOc1cccc(Oc2ccccc2)c1 | 50 | -4 | 0.2 | 0.0 |
| O=C(NCCNC(=O)c1ccc(F)cc1)c1ccc(F)cc1 | 5 | 10 | 0.1 | -0.4 |
| CCn1cc(C(=O)NCC(OC)OC)c(=O)c2ccc(C)nc21 | 13 | -13 | -0.1 | 4.1 |
| CCOC(=O)C1CCCCN1S(=O)(=O)c1cc2c(cc1C)NC(=O)CO2 (stereo not given) | 0 | 17 | -0.1 | 0.3 |
| COC(=O)C1=C(C)N(Cc2ccco2)C(=O)/C1=C\c1cc(C)n(-c2ccc(OC)cc2)c1C | 27 | 9 | 0.3 | 0.0 |
| CC(=O)Nc1ccc(NC(=O)c2ccc3nc(-c4ccc(C(=O)N5CCN(C)CC5)cc4)sc3c2)cc1 | -1 | 7 | -0.1 | -0.6 |
| CCC(C)NC(=O)C(=O)NCC1CCCN1CC (stereo not given) | 17 | 7 | 1.8 | -1.2 |
| O=C(N/N=C/c1ccccc1O)c1ccc(NC(=O)c2ccccc2Br)cc1 | -7 | 5 | 0.1 | 0.2 |
| COc1cccc(OC)c1C(=O)N=c1sc2cc(Cl)ccc2n1C | 4 | 5 | -0.4 | -1.0 |
| COc1ccc(C2C(C(=O)Nc3cc(OC)c(OC)c(OC)c3)CCC(=O)N2c2ccc(OC)cc2)cc1 (stereo not given) | 6 | 0 | 0.1 | -0.5 |
| CCOC(=O)c1ccc(N2NC(=O)/C(=C/c3ccccc3O)C2=O)cc1 | 2 | -1 | -0.1 | 1.5 |
| O=C(Nc1cc(-c2ccncc2)cc2cccnc12)C1Cc2ccc3ccccc3c2O1 (stereo not given) | 18 | -1 | 0.1 | -1.3 |
| COc1ccccc1NC(=S)Nc1ccc(C(C)=O)cc1 | -1 | -9 | 0.0 | -0.5 |
| COc1ccc(CN2CCNC(=O)C2CC(=O)N2CCN(C)CC2)cc1OC (stereo not given) | 3 | -8 | 0.0 | -0.2 |
| COC(=O)c1c(NC(=O)c2ccc(Cl)c([N+](=O)[O-])c2)sc(C)c1C | 11 | 5 | 1.1 | -1.3 |
| CCN1C(=O)/C(=C\c2ccc(Br)o2)SC1=S | -4 | 6 | -0.2 | -0.8 |
| Cn1c(CN2CCOCC2)nc2cc(NC(=O)c3cccs3)ccc21 | -2 | 1 | -0.1 | 0.1 |
| O=C(NCC1CCC2(CCN(C(=O)c3ccoc3)CC2)O1)c1ccc(F)c(Cl)c1 (stereo not given) | 7 | 0 | 0.5 | -0.5 |
| CC(C)CNS(=O)(=O)c1ccc(Br)c(C(=O)O)c1 | 0 | -3 | -0.1 | -0.6 |
| Cc1cc(C)n(CCNCc2ccc(OCC(O)CN3CCCCC3)cc2)n1 (stereo not given) | -4 | 7 | -0.1 | 1.1 |
| Cc1ccccc1N1C(=O)N(c2ccc(Br)cc2)C2CS(=O)(=O)CC21 (stereo not given) | 6 | 0 | 0.1 | -0.5 |
| CCc1nn2c(NCCO)cc(C)nc2c1-c1ccc(F)cc1 | 1 | 3 | 0.4 | 0.4 |
| O=C(NCC1CCC2(CCN(Cc3cc4ccccc4o3)CC2)O1)C1CCOCC1 (stereo not given) | -11 | -9 | 0.6 | -1.1 |
| COc1cc(/C=N/NC(=O)CNc2n[nH]c(=O)[nH]c2=O)cc(OC)c1O | 11 | -5 | 0.2 | -0.5 |
| Cc1nc(N2CCCCC2C)c2c(C)c(C(=O)Nc3ccc(F)cc3F)sc2n1 (stereo not given) | 6 | -3 | 0.6 | 0.7 |
| COc1ccc2cc3c(N)c(C(=O)N4CCCCCC4)sc3nc2c1 | 15 | -15 | 0.4 | -0.4 |
| CCOC(=O)C1=C(C)N=c2s/c(=C\c3ccc(-c4ccc(C)c([N+](=O)[O-])c4)o3)c(=O)n2C1c1ccc(OC)cc1OC (stereo not given) | 7 | -4 | 0.2 | -0.4 |
| COc1ccccc1N(CN1CCCC1=O)C(=O)c1ccccc1[N+](=O)[O-] | 2 | -11 | -0.1 | 1.5 |
| COc1ccc(/C=C/C(=O)NCC(=O)N=Nc2c(O)[nH]c3ccc([N+](=O)[O-])cc23)cc1 | 8 | 2 | 0.1 | -1.7 |
| CC(=O)Oc1ccc(C(=O)N2CCCCC2)cc1 | -3 | 4 | -0.1 | -0.1 |
| CC(=O)N1C(=S)NC(=O)/C1=C/c1cc2cc(C)ccc2nc1N1CCCCC1 | 1 | 4 | 0.2 | 3.2 |
| O=C(Nc1ccccn1)c1cc(S(=O)(=O)N2CCOCC2)ccc1Cl | 19 | -1 | 1.0 | -0.5 |
| CCOc1ccc(NC(=O)C(CC(=O)O)Cc2ccccc2)cc1 (stereo not given) | 3 | 5 | -0.1 | -0.7 |

Next section
| SMILES | MITF primary | TEAD-YAP block | FBW7 act | GPR151 ag |
| --- | --- | --- | --- | --- |
| C=C(C)CN(CC)Cc1c(C(=O)N(C)Cc2ccccc2)nc2ccccn12 | -7 | 0 | 0.0 | 0.7 |
| O=C(Nc1cc(-c2cccs2)nn1CCO)C1CCC1 | -1 | 0 | -0.3 | -0.4 |
| Cc1ccc(NC(=O)Cn2nc(C(=O)N3CCOCC3)cc2-c2cccs2)cc1F | 15 | -1 | 0.6 | -1.5 |
| Cc1nc(N2CCC(C)CC2)c2c(C)c(C(=O)N(C)Cc3ccccc3)sc2n1 | 3 | 2 | -0.1 | 0.2 |
| CCSc1nc2sc3c(c2c(=O)n1-c1ccccc1)CCCCC3 | 5 | 12 | 0.2 | -0.8 |
| C=CCNCCOCCOc1ccc(OCC)cc1 | 51* | 15 | 1.6 | 6.0* |
| COC(=O)C(C)n1nc(C)n(-c2ccc(C)cc2)c1=O (stereo not given) | 4 | 1 | 0.0 | -1.2 |
| O=S(=O)(Cc1ccccc1Cl)Nc1ccc(I)cn1 | 3 | -12 | -0.1 | 1.4 |
| Nc1nnc(-c2ccncc2)s1 | 18 | -4 | -0.1 | -2.1 |
| COc1ccc(-c2noc(CN(Cc3ccccc3)CC3CC3)n2)c(OC)c1OC | 15 | -12 | 0.0 | -1.3 |
| O=C(CSc1cn(Cc2ccc(F)cc2)c2ccccc12)Nc1ccccc1 | -4 | 2 | -0.1 | 1.7 |
| Cc1cccc(CN2CCc3nnc(CCNC(=O)C4CCC4)n3CC2)n1 | -13 | 7 | -0.1 | -1.5 |
| CCOc1cccc2sc(NC(=O)c3c(F)cccc3F)nc12 | -16 | 10 | 0.0 | 0.6 |
| Cc1ccc(C2/C(=C(/O)c3ccc(S(=O)(=O)N(C)C)cc3)C(=O)C(=O)N2CCN2CCOCC2)cc1 (stereo not given) | -2 | -8 | -0.1 | -1.6 |
| CCOc1ccc(C(=O)CCNC(C)C(=O)O)cc1 (stereo not given) | 8 | -8 | 0.8 | 1.1 |
| CN(C1CCCCC1)S(=O)(=O)c1cccc(N)c1 | -14 | -3 | 0.3 | 0.3 |
| CCCCCCCCCCCCC/C=C/[C@@H](O)C(N)CO (stereo not given in full) | -12&15 | 13 | 0.2 | 0.9&0.0 |
| O=[N+]([O-])c1cc2c(cc1/C=N/Nc1nncc(-c3ccccc3)n1)OCO2 | -3 | -2 | 0.6 | 0.4 |
| Cc1cccc(NC(=O)c2cc([N+](=O)[O-])ccc2Cl)c1O | 10 | 33* | 0.7 | -1.6 |
| COc1ccc(/C=C(/NC(=O)c2ccc(Cl)cc2Cl)C(=O)N2CC3(C)CC2CC(C)(C)C3)cc1 (stereo not given) | -9 | -2 | 0.0 | -1.3 |
| Cc1ccc(/C(O)=C2/C(=O)C(=O)N(c3cccnc3)C2c2cccc(F)c2)cc1 (stereo not given) | 14 | -7 | 0.2 | 0.1 |
| Cc1ccc(NC(=S)NCc2ccc(S(N)(=O)=O)cc2)cc1C | -6 | -9 | 0.0 | -1.0 |
| CCOc1ccc(-n2nnc(-c3nc(-c4ccc(OC)cc4)no3)c2N)cc1 | 13 | 2 | 0.6 | -0.6 |
| Cc1ccc(S(=O)(=O)N2CCC(C(=O)Nc3cccc(Br)c3)CC2)cc1 | 9 | -1 | 0.1 | 1.0 |
| CCc1cccc2sc(N(CCN3CCOCC3)C(=O)c3cc(C)nn3CC)nc12 | 18 | -15 | 0.1 | -0.2 |
| O=C(Nc1ccc2c(c1)CN(S(=O)(=O)N1CCCC1)CC2)c1ccccn1 | 3 | -38 | 0.1 | -0.3 |
| CCOC(=O)C(C)Oc1ccc2c(=O)c(Oc3cccc(C)c3)c(C(F)(F)F)oc2c1 (stereo not given) | 4 | 6 | -0.1 | -1.5 |
| COc1ccc(-c2nc(CS(=O)CC(=O)N3CCCCC3)c(C)o2)cc1 (stereo not given) | -9 | -9 | -0.1 | -1.2 |
| O=C(NCCCO)c1ccc(Br)cc1 | -21 | 2 | 0.1 | -1.1 |
| CC(=O)Oc1ccc2c(=O)c(Oc3ccc([N+](=O)[O-])cc3)c(C)oc2c1 | 3 | 4 | -0.3 | -1.3 |
| Cc1ccc(-c2c3c(nc4sc(C(=O)c5ccc(Cl)cc5)c(N)c24)CCCC3)o1 | 5 | 0 | 0.2 | -1.1 |
| COc1cc([N+](=O)[O-])ccc1N1C(=O)C2C3C=CC(C3=C(C)C)C2C1=O (stereo not given) | 2 | 1 | -0.1 | -1.7 |
| Cc1ccc(NC(=O)CNC(=O)c2ccc(Br)cc2)c(C)c1 | 6 | -3 | 0.1 | -0.2 |
| CCSCCOC(=O)C1=C(C)NC2=C(C(=O)CC(C)(C)C2)C1c1ccc(C)o1 (stereo not given) | 16 | -1 | -0.1 | -0.6 |
